PABP1 MLLE inh: inhibitors of PABP1 MLLE–PAM2 peptide binding, primary screen, biochemical, fluorescence polarization, FITC-PAM2, GST-MLLE. AID 588489, 2011. Polyadenylate-binding protein 1 (Homo sapiens), P11940. inhibition, % at 20 µM. actives 0.36% (n = 360,000); in the data active means inhibition above about 35%, passing the limit was not always enough;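 further: plate controls were DMSO wells with GST-MLLE for no effect and wells lacking GST-MLLE protein for full effect; some results filed as inactive read as strong as hits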
Target sequence (P11940 whole entry, looked up): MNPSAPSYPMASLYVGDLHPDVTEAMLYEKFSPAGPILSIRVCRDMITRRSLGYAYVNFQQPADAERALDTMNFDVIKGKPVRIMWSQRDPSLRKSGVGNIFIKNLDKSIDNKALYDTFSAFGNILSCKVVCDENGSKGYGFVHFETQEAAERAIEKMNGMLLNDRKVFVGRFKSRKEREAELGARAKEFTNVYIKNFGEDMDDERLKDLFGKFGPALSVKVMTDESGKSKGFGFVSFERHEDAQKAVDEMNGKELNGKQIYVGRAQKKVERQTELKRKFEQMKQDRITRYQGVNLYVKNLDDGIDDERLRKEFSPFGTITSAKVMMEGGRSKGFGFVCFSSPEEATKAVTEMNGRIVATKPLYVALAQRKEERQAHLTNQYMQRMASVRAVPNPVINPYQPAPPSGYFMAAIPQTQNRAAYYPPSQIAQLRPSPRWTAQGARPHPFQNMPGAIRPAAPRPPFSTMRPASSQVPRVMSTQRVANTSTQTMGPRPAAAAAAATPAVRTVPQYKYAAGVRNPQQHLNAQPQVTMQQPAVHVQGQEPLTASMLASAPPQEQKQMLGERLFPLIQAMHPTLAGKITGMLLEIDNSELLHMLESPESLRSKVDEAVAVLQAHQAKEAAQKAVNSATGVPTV
CSN inh: inhibitors of CSN-mediated cullin deneddylation, primary screen, biochemical, fluorescence polarization, uHTS; COP9 signalosome complex subunit 5 (Homo sapiens), Q92905; actives 0.38% (n = 360,000); AID 651999, 2013; Purified CSN, SCF-Nedd8-OG deneddylation; inhibition, % at 12.5 µM;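 active means pattern-corrected inhibition above about 35%, with an unprinted fluorescence ratio check between 0.5 and 1.5, limit read from the data, passing the limit was not always enough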;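 further: 0% = enzyme with substrate and 100% = substrate without enzyme; some results filed as inactive read as strong as hits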
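assay system = purified human Csn5 enzyme expressed in HEK293T cells | amount = 0.24 nM enzyme | buffer or medium = Tris/NaCl/DTT buffer, pH 7.5 | reagent = 10 nM SCFSkp2-Nedd8OG | compound = one concentration, 12.5 µM, 0.25% DMSO | times = 90 min reaction at room temperature | signal = FP | read-out basis = % inhibition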
DNMT1 block: human DNMT1 methyltransferase inhibitors, primary screen, biochemical, molecular beacon, fluorescence, HinP1I cleavage, uHTS. DNA (cytosine-5)-methyltransferase 1 (Homo sapiens), P26358. inhibition (reported as % activation of signal), % at 10 µM. actives 0.83% (n = 360,000); in the data active means inhibition above about 50%
Scp1 inh: Scp-1 phosphatase inhibitors, primary screen, biochemical, colorimetric, uHTS; Carboxy-terminal domain RNA polymerase II polypeptide A small phosphatase 1 (Homo …; inhibition, % at 20 µM; actives 0.88% (n = 340,000); Recombinant Scp1, phosphopeptide, malachite green phosphate absorbance;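 active means inhibition above about 50% at 20 µM, limit read from the data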;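 further: plate controls were DMSO wells with enzyme for no effect and wells lacking enzyme for full effect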
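Assay system: SCP-1 catalytic fragment, aa 76-261 | Buffer or medium: Tris acetate buffer pH 5.5 with MgCl2 and Tween-20 | Compound: One concentration, 20 µM, with 1.0% DMSO | Also added: Phospho 17-mer peptide substrate | Signal: Absorbance at 630 nm | Incubation: 45 min enzyme reaction at room temperature | Measure: % inhibition of SCP-1 phosphate liberation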
NadD inh: inhibitors of S. aureus NadD, primary screen, biochemical, colorimetric, uHTS. Nicotinate-nucleotide adenylyltransferase NadD (Staphylococcus aureus N315). purified NadD enzyme, colorimetric absorbance read-out. inhibition, % at 20 µM. actives 0.78% (n = 360,000). AID 602399, 2012; in the data active means inhibition above about 26%; further: some compounds past the cut are filed as inactive
SUMO1 PPI mod: modulators of SUMO1 protein-protein interactions, primary screen, biochemical, uHTS | Small ubiquitin-related modifier 1 (Homo sapiens), P63165 | SUMO1 binding to a labelled peptide, TR-FRET, 1 h | inhibition, % at 20 µM | actives 0.33% (n = 360,000); in the data active means inhibition above about 37%
LMPTP inh: LMPTP phosphatase inhibitors, primary screen, biochemical, fluorescence intensity, uHTS; recombinant LMPTP-A, OMFP fluorogenic substrate; inhibition, % at 20 µM; actives 0.22% (n = 360,000); AID 651560, 2012;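 active means compounds that cut the enzyme signal by at least half of the control window in the single-dose screen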;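 further: plate controls were DMSO wells with enzyme plus substrate for no effect and substrate without enzyme for full effect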
Target sequence (P24666 whole entry, looked up): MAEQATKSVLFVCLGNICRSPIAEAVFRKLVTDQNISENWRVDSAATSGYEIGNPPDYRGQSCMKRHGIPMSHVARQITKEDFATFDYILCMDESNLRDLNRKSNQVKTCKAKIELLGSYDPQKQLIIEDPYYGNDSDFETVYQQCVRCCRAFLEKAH
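Assay system: LMPTP-A, protein tyrosine phosphatase of low molecular weight / Medium: pH 6.0 Bis-Tris buffer with DTT and Triton X-100 / Schedule: 50 min enzyme reaction at room temperature, protected from light / Measured by: endpoint fluorescence intensity from OMFP dephosphorylation / Read-out basis: % inhibition relative to no-enzyme and uninhibited control wells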
Tb MetRS inh: T. brucei MetRS inhibitors, primary screen, biochemical, luminescence; methionyl-tRNA synthetase (Trypanosoma brucei brucei); purified T. brucei MetRS, ATP depletion, Kinase-Glo luminescence; inhibition, % at 11.9 µM; actives 0.4% (n = 360,000); AID 624268, 2012;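 active means inhibition above a per-plate cutoff of the control wells' mean inhibition plus 3 SD, cut at about 5.5% in these data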;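 further: 0% = DMSO wells median and 100% = median of wells with control inhibitor compound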
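Material: parasite MetRS enzyme / Replication: singlicate, one well per compound / Signal: luminescence of leftover ATP / Schedule: 2 h aminoacylation at 25 °C after 15 min preincubation / Medium: HEPES-MgCl2-KCl buffer plus DTT, spermine, BSA, pyrophosphatase / Doses: 11.9 µM single point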
Rpn11 inh: Rpn11 (PSMD14) deubiquitinase inhibitors, primary screen, biochemical, fluorescence polarization, uHTS; 26S proteasome non-ATPase regulatory subunit 14 (Homo sapiens), O00487; calls only at 20 µM; actives 0.59% (n = 360,000); human 26S proteasome, Ub4-pepOG fluorescence polarization; 20S core pre-blocked with epoxomicin; AID 588493, 2011;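 active means inhibition at 20 µM, scaled to each plate's controls, above about 33%, limit read from the data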
STEP inh: STEP phosphatase inhibitors, primary screen, biochemical, fluorescence intensity, uHTS; recombinant STEP, OMFP fluorogenic substrate; inhibition, % at 20 µM; actives 0.25% (n = 360,000); Tyrosine-protein phosphatase non-receptor type 5 (Homo sapiens), P54829; AID 588621, 2011;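 active means inhibition at 20 µM, scaled per plate between control wells, above about 37%, limit read from the data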;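 further: 0% = DMSO with enzyme and substrate and 100% = substrate only without enzyme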
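System: STEP phosphatase, cell-free reaction; Buffer or medium: Bis-Tris pH 6.0 buffer with DTT, detergent; Incubation: 20 min at room temperature, dark; Measured by: fluorescence, 480/540 nm.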
An asterisk follows results filed as active; i = inactive; nt = not tested or not shown. Compounds were not picked by outcome; any-hit rate near 3.6%.

compound,PABP1 MLLE inh,CSN inh,DNMT1 block,Scp1 inh,NadD inh,SUMO1 PPI mod,LMPTP inh,Tb MetRS inh,Rpn11 inh,STEP inh
S=c1[nH]cnc2scc(-c3ccc(Cl)cc3)c12,16.3,3.1,-0.4,2.3,11.5,2.6,2.7,0.4,i,18.1
CCOC(=O)c1cn(CC)c2c(ccc3ccccc32)c1=O,4.8,-0.1,-5.8,-1.8,0.3,0.3,1.2,0.6,i,0.4
OC[C@@H]1CN(Cc2ccco2)C[C@H](n2cnc3c(Nc4ccccc4)ncnc32)O1,6.1,2.8,-2.5,nt,1.3,-0.2,-1.7,-0.4,i,22.9
CC1=NN(C(N)=S)C(=O)C1N=Nc1ccc(O)cc1 (stereo not drawn),17.2,-5.1,-3.7,8.6,2.7,-0.1,6.6,-0.8,i,4.2
O=C(CSc1ccccn1)Nc1nonc1[N+](=O)[O-],18.6,-1.1,30.8,-8.8,-2.2,2.4,-1.0,0.6,i,-2.5
N#C/C(=C(/O)CN1C(=O)c2ccccc2C1=O)c1nc2ccccc2[nH]1,2.4,2.1,-0.5,-5.6,4.3,-2.1,-0.6,-0.7,i,-1.7
CCC1(CC)C(=O)C(C)(C)C(=O)OC1c1cccs1 (stereo not drawn),1.9,0.1,-2.9,-4.5,-7.1,-4.0,-1.2,-0.1,i,2.1
CCn1c(SCC(=O)NCCOc2ccccc2)nc2ccccc2c1=O,7.0,0.3,-1.3,-3.0,-2.7,-2.6,0.6,-0.7,i,0.6
COc1ccc2oc(=O)cc(-c3cc4cccc(OC)c4o3)c2c1,-18.6,-0.2,0.7,-5.2,1.7,1.4,0.0,-0.1,i,1.1
CN(C)c1cccc(C(=O)N(Cc2ccccc2)Cc2ccccc2)c1,9.1,-0.3,3.0,-8.3,-0.6,0.4,1.9,0.3,i,0.5
CCOC(=O)c1cc(NC(=O)/C=C\C(=O)O)ccc1Cl,-8.3,-3.3,2.6,-2.0,1.5,-0.6,-0.6,-0.3,i,2.5
COc1ccc(CCNC(=O)c2coc3ccccc3c2=O)cc1,-9.0,0.8,2.7,-4.7,-7.2,-5.8,-1.1,-0.1,i,1.2
COc1ccc(CCNc2ncnc3nc[nH]c23)cc1OC,12.0,-2.4,0.6,-9.8,-1.1,0.1,-0.7,-0.5,i,-2.1
CCOc1cccc2sc(N(CCCN(C)C)C(=O)c3ccc(S(=O)(=O)N4CCc5ccccc5C4)cc3)nc12,6.4,-2.7,-0.9,13.0,4.5,-10.1,3.2,-0.5,i,-0.8
CCOC(=O)Cc1csc(/N=C/c2c(O)n(-c3ccc(C)c(C)c3)c(=O)c3ccccc23)n1,-10.8,-2.4,39.8,-6.8,-0.6,2.5,0.6,-0.2,i,3.5
Cc1ccc(S(=O)(=O)N(C)c2ccc(OCC(=O)OCc3nnc(-c4ccccc4)o3)cc2)cc1,-8.1,-0.8,-1.7,-12.0,-6.5,0.2,3.8,-0.5,i,-0.9
Cc1cccc(-n2c(O)c(C=Nc3ccccc3-c3n[nH]c(=S)[nH]c3=O)c3ccccc3c2=O)n1,37.7,3.0,-0.2,0.2,25.9,-3.8,3.8,1.7,i,5.8
O=C1CCCN1CCCN1C(=O)N[C@@H](Cc2ccccc2)C1=O,-8.0,-1.6,0.5,-3.6,-0.5,-0.7,-0.7,-0.6,i,-3.9
Cc1ccnc2nc(C(=O)OCC(=O)NCCc3ccccc3)nn12,-4.8,-6.3,8.4,1.3,4.3,5.0,-0.6,-1.7,i,1.0
Cc1cc(NS(=O)(=O)c2ccc(NC(=O)CSc3nnc(-c4ccco4)n3C)cc2)nc(C)n1,11.7,-10.0,2.1,-2.0,0.4,13.3,-2.0,-0.9,i,0.3
CCc1cc2c(NC3CCCC3)ncnc2s1,-0.7,-4.8,0.4,-7.4,-5.5,2.8,5.4,-0.8,i,2.2
Cc1cc(C)n2cc(CSc3nnnn3-c3ccccc3C)nc2n1,-42.0,4.2,0.6,-6.2,0.3,1.5,-0.6,0.2,i,5.4
Nc1cc2c(cc1Br)-c1ccc(F)cc1C2=O,-16.9,-5.7,71.6*,-6.8,-1.6,31.5,15.2,-0.2,i,0.5
COc1ccc(OC)c(NC(=S)NCc2ccc(S(N)(=O)=O)cc2)c1,14.9,-2.1,-1.1,2.7,-5.9,2.3,1.1,0.7,i,8.3

In the list so far, these have a Cl atom.
compound,PABP1 MLLE inh,CSN inh,DNMT1 block,Scp1 inh,NadD inh,SUMO1 PPI mod,LMPTP inh,Tb MetRS inh,Rpn11 inh,STEP inh
S=c1[nH]cnc2scc(-c3ccc(Cl)cc3)c12,16.3,3.1,-0.4,2.3,11.5,2.6,2.7,0.4,i,18.1
CCOC(=O)c1cc(NC(=O)/C=C\C(=O)O)ccc1Cl,-8.3,-3.3,2.6,-2.0,1.5,-0.6,-0.6,-0.3,i,2.5

Grouped by structure: those above with a thiophene ring, fused or not.
compound,PABP1 MLLE inh,CSN inh,DNMT1 block,Scp1 inh,NadD inh,SUMO1 PPI mod,LMPTP inh,Tb MetRS inh,Rpn11 inh,STEP inh
S=c1[nH]cnc2scc(-c3ccc(Cl)cc3)c12,16.3,3.1,-0.4,2.3,11.5,2.6,2.7,0.4,i,18.1
CCC1(CC)C(=O)C(C)(C)C(=O)OC1c1cccs1 (stereo not drawn),1.9,0.1,-2.9,-4.5,-7.1,-4.0,-1.2,-0.1,i,2.1
CCc1cc2c(NC3CCCC3)ncnc2s1,-0.7,-4.8,0.4,-7.4,-5.5,2.8,5.4,-0.8,i,2.2

4 entries picked at random from the list so far:
compound,PABP1 MLLE inh,CSN inh,DNMT1 block,Scp1 inh,NadD inh,SUMO1 PPI mod,LMPTP inh,Tb MetRS inh,Rpn11 inh,STEP inh
COc1ccc(CCNc2ncnc3nc[nH]c23)cc1OC,12.0,-2.4,0.6,-9.8,-1.1,0.1,-0.7,-0.5,i,-2.1
CCn1c(SCC(=O)NCCOc2ccccc2)nc2ccccc2c1=O,7.0,0.3,-1.3,-3.0,-2.7,-2.6,0.6,-0.7,i,0.6
Cc1ccc(S(=O)(=O)N(C)c2ccc(OCC(=O)OCc3nnc(-c4ccccc4)o3)cc2)cc1,-8.1,-0.8,-1.7,-12.0,-6.5,0.2,3.8,-0.5,i,-0.9
COc1ccc(CCNC(=O)c2coc3ccccc3c2=O)cc1,-9.0,0.8,2.7,-4.7,-7.2,-5.8,-1.1,-0.1,i,1.2

Assay outcomes deposited in PubChem BioAssay by several laboratories.
